Assay outcomes deposited in PubChem BioAssay by National Center for Advancing Translational Sciences (NCATS).
Pol beta inh – qHTS Assay for Inhibitors of DNA Polymerase Beta; P06746; Pol beta primer extension/strand displacement, fluorescence kinetic; Potency, µM (series often up to 114 µM), without a hit: top-dose activity change, negative = inhibition, hits mostly inhibitors; 340,000 compounds, 1.3% hits; AID 485314, 2010; further: potency means the concentration at half of the fitted maximal effect; on the % scale 0 is the no-effect control and ±100 the full control effect
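Preincubation: enzyme (10 nM) with compound, 15 min, RT. Reaction: substrate added to 50 nM final. Reads: 0 and 10 min. Analysis: normalized, Hill fit.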
Pol kappa inh – qHTS for Inhibitors of Polymerase Kappa | DNA polymerase kappa (Homo sapiens), Q9UBT6 | purified Pol kappa, fluorescent DNA synthesis assay, 10 min | Potency, µM (doses to about 107 µM), for the others: top-dose activity, negative = inhibition, most hits filed as inhibitors | 400,000 compounds, 0.53% hits | AID 588579, 2011; further: potency means the concentration at half of the fitted maximal effect; on the % scale 0 is the no-effect control and ±100 the full control effect
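Pol kappa 10 nM + cpd, 15 min RT; start w/ substrate 50 nM final; fluorescence kinetic read, 0 and 10 min. Neg ctrl: buffer, no enzyme.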
TRHR agonist – qHTS for Small Molecule Agonists and Allosteric Enhancers of Human TRH Receptor: Primary Screen for Agonists | AID 493084, 2011 | activation, % at 2 µM | Thyrotropin-releasing hormone receptor (Homo sapiens), P34981 | 360,000 compounds, 0.18% hits | TRHR cells, calcium flux fluo-8, FDSS agonist mode; in the data active means activation above about 30%; further: 0% is about no effect
Target sequence (P34981 whole entry, looked up): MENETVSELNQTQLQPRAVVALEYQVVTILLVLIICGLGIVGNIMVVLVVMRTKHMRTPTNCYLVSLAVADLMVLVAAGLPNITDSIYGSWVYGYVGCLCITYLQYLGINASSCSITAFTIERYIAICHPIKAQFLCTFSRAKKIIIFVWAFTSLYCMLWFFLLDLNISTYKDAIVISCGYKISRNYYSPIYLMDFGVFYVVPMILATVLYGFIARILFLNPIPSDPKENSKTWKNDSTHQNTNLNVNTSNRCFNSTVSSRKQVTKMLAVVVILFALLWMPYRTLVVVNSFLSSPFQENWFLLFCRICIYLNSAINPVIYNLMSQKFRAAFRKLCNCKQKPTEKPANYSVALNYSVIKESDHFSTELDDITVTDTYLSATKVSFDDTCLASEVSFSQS
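In this calcium-flux screen, cells bearing human TRHR are dye-loaded with fluo-8, baselined for 10 cycles, then exposed to library compounds; positive kinetic calcium responses during the agonist phase mark hits, with TRH as control.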
APEX1 inh – qHTS Assay for Inhibitors of the Human Apurinic/apyrimidinic Endonuclease 1 (APE1); DNA repair nuclease/redox regulator APEX1 (Homo sapiens), P27695; recombinant APE1, TAMRA/BHQ-2 abasic DNA cleavage fluorescence; Potency, µM (highest dose often 65.8 µM), for the others: top-dose activity change, negative = inhibition, usual class: inhibitors; 350,000 compounds, 0.35% hits;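 further: potency means the concentration at half of the fitted maximal effect; plate controls were vehicle for no effect and reference inhibitor for full effect; nearly all actives have a fitted effect of over 55% in size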
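Step 1: APE1 (0.75 nM) with compound, 15 min RT. Step 2: add 50 nM fluorophore/quencher THF duplex. Step 3: three fluorescence reads 60 s apart (525/598 nm); read 3 minus read 1 = reaction progress.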
BLM inh – qHTS Assay for Inhibitors of Bloom's syndrome helicase (BLM) | Potency, µM (titrated, usually from 56.1 µM), without a hit: top-dose activity change, negative = inhibition, actives largely listed as inhibitors | recombinant BLM DNA unwinding, fluorescence dequenching | 350,000 compounds, 0.2% hits | AID 2528, 2010;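 further: potency means the concentration at half of the fitted maximal effect; plate controls were vehicle for no effect and no enzyme for full effect; nearly all actives have a fitted effect of over 35% in size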
Anesthetic bind – qHTS Assay for Identification of Novel General Anesthetics; Ferritin light chain (Equus caballus), P02791; apoferritin/1-aminoanthracene competitive binding, fluorescence; Potency, µM (doses to about 77.5 µM), inactives show at the top dose activity change, negative = displacement, most hits filed as inhibitors; 350,000 compounds, 0.074% hits; AID 485281, 2010; further: potency means the concentration at half of the fitted maximal effect; on the % scale 0 is the no-effect control and ±100 the full control effect; nearly all actives have a fitted effect of over 20% in size
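In PBS, apoferritin at 10 uM is loaded with 1-AMA from a 50% saturated solution. After 10 min of compound exposure at ambient temperature, reduced 535 nm fluorescence indicates probe displacement.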
ALOX12 inh – Primary qHTS assay for inhibitors of human arachidonate 12S-lipoxygenase (ALOX12): Round 2; Polyunsaturated fatty acid lipoxygenase ALOX12 (Homo sapiens), P18054; purified 12hLO, xylenol orange hydroperoxide absorbance; Potency, µM (doses to about 108 µM), without a hit: top-dose activity change, negative = inhibition, hits mostly inhibitors; 580,000 compounds, 1.1% hits; further: potency means the concentration at half of the fitted maximal effect; on the % scale 0 is the no-effect control and ±100 the full control effect
Target sequence (P18054 whole entry, looked up): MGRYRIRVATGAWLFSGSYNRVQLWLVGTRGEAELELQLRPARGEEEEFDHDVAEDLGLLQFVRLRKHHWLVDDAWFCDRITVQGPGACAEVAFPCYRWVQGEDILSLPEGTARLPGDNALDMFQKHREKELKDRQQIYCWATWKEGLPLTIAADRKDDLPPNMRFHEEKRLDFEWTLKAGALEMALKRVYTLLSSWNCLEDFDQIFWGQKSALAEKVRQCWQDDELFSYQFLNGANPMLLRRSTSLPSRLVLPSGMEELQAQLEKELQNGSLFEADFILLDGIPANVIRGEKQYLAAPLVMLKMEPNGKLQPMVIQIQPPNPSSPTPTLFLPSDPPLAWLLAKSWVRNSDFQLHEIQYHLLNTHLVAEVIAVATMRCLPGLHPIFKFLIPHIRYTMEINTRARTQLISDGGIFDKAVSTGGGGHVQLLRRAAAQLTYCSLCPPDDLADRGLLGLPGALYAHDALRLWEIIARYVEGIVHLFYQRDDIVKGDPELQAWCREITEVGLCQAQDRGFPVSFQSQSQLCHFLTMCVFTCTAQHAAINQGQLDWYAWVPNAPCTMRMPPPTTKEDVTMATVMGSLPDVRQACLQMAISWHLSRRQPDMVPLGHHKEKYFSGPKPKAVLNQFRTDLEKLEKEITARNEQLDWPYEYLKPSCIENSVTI
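Hydroperoxide product was detected by ferrous iron/xylenol orange as the 573 to 405 nm absorbance ratio. Arachidonic acid at 40 uM (final) was turned over for 30 min at room temperature by 150 nM human 12hLO, pH 7.0 Hepes buffer, after 15 min compound preincubation.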
POLI inh – qHTS for Inhibitors of Polymerase Iota; DNA polymerase iota (Homo sapiens), Q9UNA4; Pol iota fluorescent replication assay, 10 min; Potency, µM (titrated, usually from 115 µM), without a hit: at the top dose activity, negative = inhibition, most hits filed as inhibitors; 390,000 compounds, 1% hits; further: potency means the concentration at half of the fitted maximal effect
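Pol iota at 10 nM preincubated 15 min with compounds at room temperature; reaction started with fluorescent substrate, 50 nM final. Fluorescence read kinetically at 0 and 10 min; buffer-only wells as negative control.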
ERG-DNA inh – qHTS for Small Molecule Inhibitors of the ERG Ets/DNA interaction; 370,000 compounds, 0.028% hits; Transcriptional regulator ERG (Homo sapiens), P11308; fluorescence polarization, His-ERG Ets domain / labelled DNA; AID 624246, 2012; Potency, µM (top dose mostly 76.9 µM), for inactives: at the highest dose FP activity, negative = inhibition, hits mostly inhibitors; active means well fitted inhibition curve with a large enough effect in the polarisation, with a control signal flat; inconclusive means small, poorly fitted or top-dose-only effect, or effect the other way, or a change in a side signal; inactive means no such curve, though single readings can be large or run the other way; the % refers to the polarisation;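 further: polarization taken with two DNA probes labelled with fluorescein and Texas red; potency means the concentration at half of the fitted maximal effect; % of control where 0% means no effect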
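His-tagged ERG Ets domain (1 uM in the protein solution; 300mM KCl, 50mM Tris-HCl, 1mM EDTA, 1mM DTT, pH 7.5) received compound, then a probe mix of 5 nM fluorescein-DNA and 100nM Texas-615-DNA. Fluorescence polarization was read for both dyes.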
The depositor's hits bear a star; u = inconclusive; x = no result given; & = joins results of further samples; ! = not confirmed by another sample; [ ] = another dose, or the depositor's remark. Unless noted, the call rests on the fitted dose curve; in most records, active means well fitted curve in the direction sought with a large enough effect; inconclusive means small, poorly fitted or top-dose-only effect, or another doubt; inactive means no such curve, though single readings can be large; an effect the other way counts as inactive or inconclusive. The list is partial; count on the stated rates, not on these rows.

Results follow in this order: Pol beta inh | Pol kappa inh | TRHR agonist | APEX1 inh | BLM inh | Anesthetic bind | ALOX12 inh | POLI inh | ERG-DNA inh
1. COc1cc(CN2CCSCC2)cc(OC)c1OC
    -18% | 4% | -0.1 | 2% | -3% | -6% | -5% | -2% | -6%
2. CCN(CC)C(=O)[C@H]1CC(CC(=O)NC/C=C(\C)CCC=C(C)C)C(=O)N2CCc3c([nH]c4ccccc34)[C@]12C (some centres not stated)
    x | 0% | x | 13% | x | x | -5% | 10% | 5%
3. O=C(c1cccs1)N1CCC(c2ccccc2)C1 (configuration not stated)
    -21% | 0% | -1.8 | -1% | -2% | -10% | 18% | 5% | 5%
4. O=C(O)C1CCCN1S(=O)(=O)c1ccc2[nH]c(=O)c(=O)[nH]c2c1 (configuration not stated)
    6% | -10% | -1.7 | 6% | 0% | 0% | -12% | 13% | 0%
5. CC1CCCC(C)N1C(=O)c1cc(F)c(F)cc1Cl (configuration not stated)
    5% | -20% | 0.2 | 1% | -3% | 1% | 0%[57.4 µM] | -6% | -1%
6. CC[C@H]1C(c2cccc(Cl)c2)=NN(c2ccccc2)[C@@H]1CO
    x | u | x | u | -20%[75.6 µM] | 41%[activator][110 µM] | x | x | x
7. Cc1ccc(S(=O)(=O)NCC(=O)NCC(=O)OCC(=O)NC(=O)NC(C)(C)C)cc1C
    2% | -13% | -0.2 | 1% | -2% | -6% | 4% | 89%[activator] | -7%
8. Cc1ccc(NS(=O)(=O)c2ccc3c(c2)c(=O)n(C)c(=O)n3C)cc1F
    -2% | -21% | 0.0 | -1% | 1% | u | -8% | 24% | 0%
9. Cc1cc(C)n(CCC(=O)Nc2ccc3c(c2)OCCO3)n1
    -3% | -13% | 0.0 | 0% | 1% | 7% | 14% | 14% | -2%
10. COC(=O)c1ccc(NC(=O)CNC(=O)C2CCCCC2)c(C)c1
    -10% | 0% | 0.0 | 1% | -4% | -6% | 0% | 3% | 7%
11. Cc1ccc(Nc2c(-c3ccco3)nc3ccc(C)cn23)cc1
    u | -26% | -1.7 | x | -3% | 14% | -14% | -6% | -1%
12. C/C(N)=C(/C#N)C(=O)CSc1nnc(-c2ccccc2)n1C
    -1% | 6% | 0.2 | 4% | 0% | 1% | 0% | 27% | -10%
13. Cn1cnc(S(=O)(=O)N2CCC(C(=O)N3CCN(c4ccccc4F)CC3)CC2)c1
    24% | -6%[60.1 µM] | 0.3 | x | -1% | 0% | -15% | 2% | u
14. COc1ccc(C(=O)Nc2ccc(NC(=O)c3cccc(OC)c3)cn2)cc1
    13% | -11% | -0.1 | 41% | -7% | 44%[activator] | -18% | -27% | -13%
15. CCCCOc1ccc(CC(=O)NCC(=O)O)cc1
    6% | 4% | -1.9 | 2% | 5% | -11% | -12% | 7% | -10%
16. CCC(CC)C(=O)OCC(=O)Nc1cc(OC)c([N+](=O)[O-])cc1C
    -11% | -8% | -1.6 | 2% | -5% | -16% | 4% | -10% | 5%
17. CCOC(=O)c1cnc(-c2ccccc2O)nc1Cl
    -13% | -10% | 0.4 | -6% | 1% | -1% | -11% | 36%[activator] | 3%
18. Cc1ccc(S(=O)(=O)N2CCC(C(=O)NCc3ccncc3)CC2)cc1
    8% | -10% | 0.4 | 1% | 2% | -6% | -1% | 3% | 0%
19. CC(=O)Nc1ccc(OCc2cccc([N+](=O)[O-])c2)cc1
    -2% | u | -0.3 | -3% | -1% | u | -2% | u | 0%
20. CN(C)c1ccc(/C=C/c2ccc3c4ccccc4ccc3[n+]2-c2ccccc2)cc1
    11µM* | 45µM*! | 2.4 | -3% | u | u | u | 20µM* | 150%[activator]
21. COc1ccc(F)cc1S(=O)(=O)N1CCC2(CC1)OCCN2S(=O)(=O)c1ccccc1
    x | 0% | -0.4 | -1% | x | x | -9% | u | 2%
22. COc1ccc(C(=O)OCC(=O)c2ccc3c(c2)NC(=O)CO3)cc1OC
    x | -4% | x | 21% | x | x | -1% | 17% | 6%
23. Cc1cc(S(=O)(=O)Nc2cc3c(cc2N2CCOCC2)n(C)c(=O)n3C)ccc1F
    7% | 4% | -0.8 | x | -5% | 4% | 2% | 32% | 0%
24. COc1ccccc1CNC(=O)CCCc1nnc2n(C)c(=O)c3sccc3n12
    6% | -2% | 0.3 | -2% | 2% | -3% | 1% | -2% | -5%
25. Cc1cccc(NC(c2ccc(C)s2)c2ccc3ccc(C)nc3c2O)n1 (configuration not stated)
    1% | -23% | -0.2 | -8% | 4% | 8% | u | 22% | -4%
26. Cc1ccc(C)c(NC(=O)Cn2nnc(C(=O)NCc3cccs3)c2N)c1
    u | -27% | x | 2% | -10% | -19% | -5% | u | 8%
27. O=C(O)c1n[nH]nc1-c1ccccc1
    1% | -8% | 1.2 | 0% | -4% | -1% | -6% | 14% | -1%
28. Cn1nc(C(=O)NCc2ccc(Cl)cc2)c2c1-c1ccccc1SC2
    1% | -1% | 0.5 | x | -1% | -4% | 0% | 34%[activator] | -2%
29. COc1ccccc1CNC(=O)c1ccc2c(=O)n(CCCN3CCCC3=O)c(=S)[nH]c2c1
    52% | 2% | 0.0 | 7% | -2% | u | 0% | 125%[activator] | 1%
30. COc1ccccc1/C=C/CN1CCSCC1
    -19% | -6% | -0.4 | 0% | -2% | -22% | u | 127%[activator] | -4%

Ordered by molar mass (descending): part of the list above
Results follow in this order: Pol beta inh | Pol kappa inh | TRHR agonist | APEX1 inh | BLM inh | Anesthetic bind | ALOX12 inh | POLI inh | ERG-DNA inh
11. Cc1ccc(Nc2c(-c3ccco3)nc3ccc(C)cn23)cc1
    u | -26% | -1.7 | x | -3% | 14% | -14% | -6% | -1%
9. Cc1cc(C)n(CCC(=O)Nc2ccc3c(c2)OCCO3)n1
    -3% | -13% | 0.0 | 0% | 1% | 7% | 14% | 14% | -2%
27. O=C(O)c1n[nH]nc1-c1ccccc1
    1% | -8% | 1.2 | 0% | -4% | -1% | -6% | 14% | -1%

The listing continues.
Results follow in this order: Pol beta inh | Pol kappa inh | TRHR agonist | APEX1 inh | BLM inh | Anesthetic bind | ALOX12 inh | POLI inh | ERG-DNA inh
31. Cc1nnsc1C(=O)N1CCN(c2ccc(C#N)cn2)CC1
    8% | -1% | 0.5 | 1% | -2% | -4% | -24% | 29% | 0%
32. CNS(=O)(=O)c1ccc(NC(=O)Nc2cccc(F)c2)cc1
    -1% | -9% | 1.4 | 7% | -2% | -9% | 0% | -6% | 0%
33. CCOC(=O)C1CCCN(C(=S)Nc2cccc(Cl)c2C)C1 (configuration not stated)
    -16% | -11% | -0.1 | 5% | 0% | -7% | -13% | 145%[activator] | -1%
34. CC[C@H](C)[C@H](NC(=O)[C@H](C)NC(=O)CNC(=O)[C@H](CCCN=C(N)N)NC(=O)[C@H](C)NC(=O)[C@H](CC(C)C)NC(=O)[C@H](CCC(=O)O)NC(=O)[C@H](CC(C)C)NC(=O)[C@H](C)NC(=O)[C@@H](N)CCC(=O)O)C(=O)N[C@@H](Cc1ccccc1)C(=O)N[C@@H](CCC(N)=O)C(=O)N[C@@H](C)C(=O)O
    x | 7%[60.1 µM] | x | 2% | -4% | 0% | x | x | x
35. COC(=O)c1cccc(C(=O)N2CCCC(CNC(=O)c3ccccc3Cl)C2)c1 (configuration not stated)
    -6% | -5% | 0.1 | 0% | -3% | 0% | 6% | -2% | 11%
36. O=C(NCCc1csc(-c2ccc(Cl)cc2)n1)c1ccco1
    12%&4% | -6% | -0.8&-0.4 | -14% | -2%&-3% | -14%&-6% | u | 16%&15% | -3%&1%
37. O=C(CCn1nc(-c2ccc(Cl)cc2)ccc1=O)N1CCN(c2ccc(F)cc2)CC1
    -9% | -5% | -0.9 | 15% | -4% | u | -9% | 12% | 6%

Retrieved one by one from the entries so far:
Results follow in this order: Pol beta inh | Pol kappa inh | TRHR agonist | APEX1 inh | BLM inh | Anesthetic bind | ALOX12 inh | POLI inh | ERG-DNA inh
37. O=C(CCn1nc(-c2ccc(Cl)cc2)ccc1=O)N1CCN(c2ccc(F)cc2)CC1
    -9% | -5% | -0.9 | 15% | -4% | u | -9% | 12% | 6%
35. COC(=O)c1cccc(C(=O)N2CCCC(CNC(=O)c3ccccc3Cl)C2)c1 (configuration not stated)
    -6% | -5% | 0.1 | 0% | -3% | 0% | 6% | -2% | 11%
